Assay outcomes (PubChem)
TNAP activators: stimulation of alkaline phosphatase TNAP activity – biochemical, luminescent, no phosphate acceptor, uHTS, primary screen (AID 1001). purified TNAP, luminescent activation assay, no phosphate acceptor; higher activation fold means a stronger effect. one-dose activation fold at 20 µM; EC50 in µM for titrated hits. 200,000 tested, 0.03% active; in the data active = activation fold from about 3, or a potency from the dose series; inactive = the rest, 99 in 100 with activation fold below about 1.6; also: many of its hits are not listed in these tables
Myeloid diff 2: compounds promoting myeloid differentiation | ER-HoxA9 myeloid progenitors, lysozyme-GFP differentiation, flow cytometry | calls only at 10 µM | 360,000 tested, 1% active | AID 624256;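 active = normalized GFP-positive differentiation at or above the plate's own cutoff, the solvent-only control mean plus 3 SD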;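 also: cells exposed to compound for four days before flow analysis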
ER stress rescue: rescue of cells from ER stress-induced death, primary screen, 384-well, CSM14.1, thapsigargin, ATP luminescence (AID 1222). 190,000 tested, under 10 active. CSM14.1 thapsigargin-induced death rescue, ATP luminescence; higher % means a stronger effect. one-dose cellular ATP content (survival), % at 20 µM; EC50 in µM for titrated hits;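 active = EC50 below 50 µM in the dose-response confirmation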;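 also: death triggered by thapsigargin at about 15 µM added after 2 h compound pretreatment; cell ATP read after overnight thapsigargin exposure of roughly 18 to 22 hours; normalized against plate controls of thapsigargin alone and 5% DMSO vehicle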
XIAP displacement: small molecules displacing peptide from XIAP – biochemical, IAP family, fluorescence polarization (AID 1018) | XIAP BIR domain, fluorescence polarization peptide displacement; higher % means a stronger effect | displacement, % at 20 µM, or IC50 in µM where a hit was titrated | 200,000 tested, 0.007% active; in the data active = displacement above about 50%; also: a part of the inactive calls stands beside numbers as strong as those of hits
human PMI inhibition: MPI enzyme activity inhibition – biochemical, fluorescence intensity, coupled assay, primary screen (AID 1209). purified PMI enzyme, coupled fluorescence intensity; higher % means a stronger effect. one-dose inhibition, % at 20 µM; IC50 in µM for titrated hits. 190,000 tested, 0.42% active;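 also: plate controls were DMSO vehicle for no effect and wells lacking substrate for full effect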
M1AAP inhibition: malaria alanyl aminopeptidase activity blockers – biochemical, fluorogenic H-Leu-NHMec substrate, 1536-well (AID 1445); recombinant M1AAP, H-Leu-NHMec fluorogenic kinetic assay; higher % means a stronger effect; inhibition, % at 30 µM, or IC50 in µM where a hit was titrated; 220,000 tested, 0.42% active;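 active = primary inhibition above the hit cutoff, then over 50% inhibition at one or more dose response concentrations, cut at about 23% in these data, passing the limit was not always enough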;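 also: plate controls were DMSO full reaction for no effect and no enzyme background for full effect; strong numbers were not always called active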
M17LAP inhibition: P. falciparum M17LAP inhibitors, primary screen, biochemical, fluorogenic H-Leu-NHMec substrate, 1536-well (AID 1619); 220,000 tested, 0.38% active; recombinant M17LAP, H-Leu-NHMec fluorogenic kinetic assay; higher % means a stronger effect; one-dose inhibition, % at 30 µM; IC50 in µM for titrated hits;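 active = compound inhibiting the enzyme by more than half at any dose during confirmatory dose-response retesting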;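 also: plate controls were full reaction with DMSO carrier for no effect and no enzyme background for full effect; strong numbers were not always called active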
PMI inhibition: human PMI inhibitors, high substrate, primary screen, biochemical, fluorescence intensity, high mannose 6-phosphate (AID 1220). recombinant PMI enzyme, coupled fluorescence intensity; higher % means a stronger effect. one-dose inhibition, % at 20 µM; IC50 in µM for titrated hits. 190,000 tested, 0.66% active
LYP inhibition: inhibitors of LYP phosphatase, biochemical, fluorescence intensity, uHTS (AID 1779); recombinant LYP phosphatase, fluorescence intensity; higher % means a stronger effect; 290,000 tested, 0.054% active; one-dose inhibition, % at 11.5 µM; IC50 in µM for titrated hits;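 also: plate controls were vehicle with enzyme for no effect and no enzyme for full effect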
Myeloid diff 2 GFP+ MAC1+ %: also measured in Myeloid diff 2; calls as there; GFP+ MAC1+ double positive, %; measured here: differentiation confirmed by MAC1 staining
Numbers without * were called inactive. Rule as the data show it, unless noted: active = inhibition above about 50%; inactive = the rest.

For O=C(COc1cccc2c1CCN(Cc1ccccc1)C2=O)N1CCCCC1 the results were TNAP activators 1.2, Myeloid diff 2 inactive, ER stress rescue 2.3%, XIAP displacement -0.9%, human PMI inhibition 0%, M1AAP inhibition 0%, M17LAP inhibition -2%, PMI inhibition -12%, LYP inhibition -8% and Myeloid diff 2 GFP+ MAC1+ % 0.8.
Screening COc1ccc(-c2noc(CN(C)CCC3CCCCO3)n2)cc1 (stereo not drawn) returned TNAP activators 1, Myeloid diff 2 inactive, ER stress rescue 0.1%, XIAP displacement 2.0%, human PMI inhibition -6%, M1AAP inhibition -4%, M17LAP inhibition 2%, PMI inhibition -3%, LYP inhibition -9% and Myeloid diff 2 GFP+ MAC1+ % 0.1.
For CCCCn1cc(C(C)(C)C)c(C#N)c1NC(C)=O the results were TNAP activators 0.9, Myeloid diff 2 inactive, ER stress rescue -2.6%, XIAP displacement -0.5%, human PMI inhibition -2%, M1AAP inhibition 15%, M17LAP inhibition 15%, PMI inhibition -3%, LYP inhibition -7% and Myeloid diff 2 GFP+ MAC1+ % 0.6.
Screening CC(C)CC(COCc1ccc(F)cc1)N1CCN(C(=O)c2cccc(C(F)(F)F)c2)CCC1=O (stereo not drawn) returned TNAP activators 1.1, Myeloid diff 2 inactive, ER stress rescue 3.5%, XIAP displacement -3.9%, human PMI inhibition 8%, M1AAP inhibition 5%, M17LAP inhibition 12%, PMI inhibition 6%, LYP inhibition 1% and Myeloid diff 2 GFP+ MAC1+ % 1.9.
For CCC(=O)NNc1nc2c(C)cccc2s1 the results were TNAP activators 1, Myeloid diff 2 inactive, ER stress rescue -0.7%, XIAP displacement -5.6%, human PMI inhibition -7%, M1AAP inhibition 0%, M17LAP inhibition -1%, PMI inhibition -5%, LYP inhibition -8% and Myeloid diff 2 GFP+ MAC1+ % 0.7.
`C=C1CCN(Cc2ccccc2)S(=O)(=O)c2ccccc21` gave Myeloid diff 2 inactive, M1AAP inhibition 7%, M17LAP inhibition -7%, LYP inhibition -5% and Myeloid diff 2 GFP+ MAC1+ % 0.6.
C[C@]12CC[C@@H]3c4ccc(O)cc4CC[C@H]3[C@@H]1CC[C@@H]2OC(=O)CCC(=O)O was read as TNAP activators 1.1, Myeloid diff 2 inactive, ER stress rescue 3.3%, XIAP displacement -1.6%, human PMI inhibition 5%, M1AAP inhibition 12%, M17LAP inhibition 10%, PMI inhibition 6%, LYP inhibition -2% and Myeloid diff 2 GFP+ MAC1+ % 1.6.
For CCn1c(SCC(=O)NC(C)c2ccccc2)nc2ccccc21 (stereo not drawn) the results were TNAP activators 1.1, Myeloid diff 2 inactive, ER stress rescue 1.2%, XIAP displacement -5.8%, human PMI inhibition -1%, M1AAP inhibition -3%, M17LAP inhibition 6%, PMI inhibition -4%, LYP inhibition -9% and Myeloid diff 2 GFP+ MAC1+ % 4.3.
Screening COc1ccc(F)cc1C(=O)C1CCCN(C(=O)CSc2ccccn2)C1 (stereo not drawn) returned TNAP activators 1, Myeloid diff 2 inactive, ER stress rescue -0.5%, XIAP displacement -11%, human PMI inhibition 16%, M1AAP inhibition -1%, M17LAP inhibition -1%, PMI inhibition 10%, LYP inhibition -11% and Myeloid diff 2 GFP+ MAC1+ % 1.0.
Screening Cn1c(N)c(C(=O)COC(=O)[C@H](Cc2ccccc2)N2C(=O)c3ccccc3C2=O)c(=O)n(C)c1=O returned TNAP activators 1, Myeloid diff 2 inactive, ER stress rescue -1.8%, XIAP displacement -1.1%, human PMI inhibition 23%, M1AAP inhibition 1%, M17LAP inhibition 2%, PMI inhibition 20%, LYP inhibition -3% and Myeloid diff 2 GFP+ MAC1+ % 0.5.
Nc1sc(-c2ccccc2)cc1C(=O)N/N=C/c1ccc(Cl)cc1 was read as Myeloid diff 2 inactive, M1AAP inhibition 8%, M17LAP inhibition -3%, LYP inhibition -3% and Myeloid diff 2 GFP+ MAC1+ % 0.6.
N/C(=N\O)c1ccncc1 was read as Myeloid diff 2 inactive, M1AAP inhibition 2%, M17LAP inhibition 19%, LYP inhibition -4% and Myeloid diff 2 GFP+ MAC1+ % 1.1.
Screening O=C(NC1CCCCCC1)C1CCC(CNS(=O)(=O)c2ccc(Br)s2)CC1 (stereo not drawn) returned TNAP activators 1.1, Myeloid diff 2 inactive, ER stress rescue -3.1%, XIAP displacement -1.1%, human PMI inhibition -8%, M1AAP inhibition 5%, M17LAP inhibition -1%, PMI inhibition -12%, LYP inhibition -2% and Myeloid diff 2 GFP+ MAC1+ % 0.1.
Screening CCOc1ccc(C2=Nn3c(nnc3-c3ccccn3)SC2)cc1 returned TNAP activators 1.2, Myeloid diff 2 inactive, ER stress rescue 0.9%, XIAP displacement -1.6%, human PMI inhibition -11%, M1AAP inhibition -6%, M17LAP inhibition -4%, PMI inhibition -7%, LYP inhibition -7% and Myeloid diff 2 GFP+ MAC1+ % 0.6.
For CCCCSc1cc(=O)[nH]c(N)n1 the results were Myeloid diff 2 inactive, M1AAP inhibition 4%, M17LAP inhibition 1%, LYP inhibition -11% and Myeloid diff 2 GFP+ MAC1+ % 0.4.
For O=C(CCCOc1ccc(Cl)cc1)NCC1CCCO1 (stereo not drawn) the results were TNAP activators 1.1, Myeloid diff 2 inactive, ER stress rescue -2.1%, XIAP displacement -4.8%, human PMI inhibition -5%, M1AAP inhibition -1%, M17LAP inhibition -4%, PMI inhibition -9%, LYP inhibition -10% and Myeloid diff 2 GFP+ MAC1+ % 0.1.
For CN(C(=O)c1ccc(-c2nn(C)c(=O)c3ccccc23)cc1)c1ccccc1 the results were TNAP activators 1.1, Myeloid diff 2 inactive, ER stress rescue 1.1%, XIAP displacement -2.4%, human PMI inhibition 7%, M1AAP inhibition 2%, M17LAP inhibition -6%, PMI inhibition 2%, LYP inhibition -6% and Myeloid diff 2 GFP+ MAC1+ % 1.6.
Screening COc1ccc(C(=O)N/N=C(\CCC(=O)O)c2ccc(C(C)(C)C)cc2)cc1OC returned TNAP activators 1.1, Myeloid diff 2 inactive, ER stress rescue 0.3%, XIAP displacement -7.6%, human PMI inhibition -2%, M1AAP inhibition 3%, M17LAP inhibition 7%, PMI inhibition 4%, LYP inhibition -5% and Myeloid diff 2 GFP+ MAC1+ % 0.7.
For c1coc(CNCCCN2CCOCC2)c1 the results were TNAP activators 1, Myeloid diff 2 inactive, ER stress rescue -0.6%, XIAP displacement -7.4%, human PMI inhibition -2%, M1AAP inhibition 2%, M17LAP inhibition -8%, PMI inhibition -5%, LYP inhibition -14% and Myeloid diff 2 GFP+ MAC1+ % 12.
O=c1cc(CNc2cc(C(F)(F)F)cc(C(F)(F)F)c2)nc2sccn12 was read as TNAP activators 0.9, Myeloid diff 2 inactive, ER stress rescue 11%, XIAP displacement -7.3%, human PMI inhibition 15%, M1AAP inhibition 3%, M17LAP inhibition 5%, PMI inhibition 5%, LYP inhibition -1% and Myeloid diff 2 GFP+ MAC1+ % 1.2.
`COc1cc(S(=O)(=O)N2CCN(c3ccccc3F)CC2)c(OC)cc1Cl` gave TNAP activators 1.1, Myeloid diff 2 inactive, ER stress rescue -3.2%, XIAP displacement -0.8%, human PMI inhibition 6%, M1AAP inhibition 7%, M17LAP inhibition 12%, PMI inhibition 3%, LYP inhibition -1% and Myeloid diff 2 GFP+ MAC1+ % 0.5.
c1ccc2c(c1)nnn2-c1ncnc2sccc12 was read as TNAP activators 1.1, Myeloid diff 2 inactive, ER stress rescue -0.7%, XIAP displacement -10%, human PMI inhibition 2%, M1AAP inhibition -2%, M17LAP inhibition 8%, PMI inhibition 4%, LYP inhibition -2% and Myeloid diff 2 GFP+ MAC1+ % 0.8.
`CCSc1nnc(-c2cc(Br)ccc2N=Cc2c(C)[nH]n(-c3ccccc3)c2=O)c(=O)[nH]1` gave TNAP activators 1, Myeloid diff 2 inactive, ER stress rescue -1.7%, XIAP displacement -4.5%, human PMI inhibition -24%, M1AAP inhibition 22%, M17LAP inhibition 0%, PMI inhibition -18%, LYP inhibition 9% and Myeloid diff 2 GFP+ MAC1+ % 0.3.
For Cc1ccnc(NC(=S)NC(=O)/C=C/c2ccccc2)c1 the results were TNAP activators 1.1, Myeloid diff 2 inactive, ER stress rescue 24%, XIAP displacement 0.4%, human PMI inhibition -2%, M1AAP inhibition 2%, M17LAP inhibition 2%, PMI inhibition 0%, LYP inhibition 0% and Myeloid diff 2 GFP+ MAC1+ % 1.3.
CCCc1c(C(=O)Nc2cc(C(C)(C)C)on2)cnn1-c1ccccc1 was read as Myeloid diff 2 inactive, M1AAP inhibition 5%, M17LAP inhibition 11%, LYP inhibition 0% and Myeloid diff 2 GFP+ MAC1+ % 0.2.
For CCOc1ccccc1NC(=O)CC1Nc2cc(C)c(C)cc2NC1=O (stereo not drawn) the results were TNAP activators 1.2, Myeloid diff 2 inactive, XIAP displacement -1.2%, human PMI inhibition 15%, M1AAP inhibition 19%, M17LAP inhibition -3%, PMI inhibition 11%, LYP inhibition 3% and Myeloid diff 2 GFP+ MAC1+ % 0.7.
Cc1ccc(NC(=O)CSc2nnc(CNC(=O)C34CC5CC(CC(C5)C3)C4)n2-c2ccc(F)cc2)cc1 was read as TNAP activators 1.1, Myeloid diff 2 inactive, ER stress rescue 1.0%, XIAP displacement -1.5%, human PMI inhibition 12%, M1AAP inhibition -1%, M17LAP inhibition -7%, PMI inhibition 13%, LYP inhibition 3% and Myeloid diff 2 GFP+ MAC1+ % 0.5.
For CC1CCCCN1S(=O)(=O)c1ccc(N(C(=O)c2cnccn2)C(C(=O)NC2CCCCC2)c2cccs2)cc1 (stereo not drawn) the results were TNAP activators 1, Myeloid diff 2 inactive, ER stress rescue -0.3%, XIAP displacement -5.4%, human PMI inhibition 21%, M1AAP inhibition 3%, M17LAP inhibition -5%, PMI inhibition 18%, LYP inhibition 2% and Myeloid diff 2 GFP+ MAC1+ % 0.8.
Screening CCc1nnc(NC(=O)CSc2nnc(-c3ccc(OC)cc3)n2C)s1 returned TNAP activators 1, Myeloid diff 2 inactive, ER stress rescue -4.1%, XIAP displacement -8.1%, human PMI inhibition 4%, M1AAP inhibition 1%, M17LAP inhibition -9%, PMI inhibition -1%, LYP inhibition 6% and Myeloid diff 2 GFP+ MAC1+ % 0.7.

2 entries drawn at random from the list so far:
For CN(C(=O)c1ccc(-c2nn(C)c(=O)c3ccccc23)cc1)c1ccccc1 the results were TNAP activators 1.1, Myeloid diff 2 inactive, ER stress rescue 1.1%, XIAP displacement -2.4%, human PMI inhibition 7%, M1AAP inhibition 2%, M17LAP inhibition -6%, PMI inhibition 2%, LYP inhibition -6% and Myeloid diff 2 GFP+ MAC1+ % 1.6.
For O=C(COc1cccc2c1CCN(Cc1ccccc1)C2=O)N1CCCCC1 the results were TNAP activators 1.2, Myeloid diff 2 inactive, ER stress rescue 2.3%, XIAP displacement -0.9%, human PMI inhibition 0%, M1AAP inhibition 0%, M17LAP inhibition -2%, PMI inhibition -12%, LYP inhibition -8% and Myeloid diff 2 GFP+ MAC1+ % 0.8.
